Bioassay records: PubChem, National Center for Advancing Translational Sciences (NCATS)
ELG1 DNA repair: qHTS screen for small molecules that inhibit ELG1-dependent DNA repair in human embryonic kidney (HEK293T) cells expressing luciferase-tagged ELG1 | Potency, µM (doses to about 46.1 µM), for inactives: at the top dose activity change, negative = inhibition, hits mostly inhibitors | 330,000 tested, 2.3% active | HEK293T ELG1-luciferase reporter, luminescence, 16 h; DNA damage induced by 5-fluorouridine; further: potency means the concentration at half of the fitted maximal effect; on the % scale 0 is the no-effect control and ±100 the full control effect; nearly all actives have a fitted effect of over 55% in size
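5-Fluorouridine DNA damage + compound/DMSO, 2,000 cells/well, 16 h, 37 °C/5% CO2. ONE-Glo, 30 min RT, luminescence. Readout = decrease in reporter signal.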
BRCA1 expr act: qHTS Assay to Identify Small Molecule Activators of BRCA1 Expression | Potency, µM (top dose mostly 46.1 µM), inactives show at the top dose activation, usual class: activators | MCF7-BRCA1-FFLuc reporter, luminescence, 48 h; response scale: scaled: vehicle 0%, 10 µM genistein 100% | 380,000 tested, 1.1% active | AID 624202, 2012; further: potency means the concentration at half of the fitted maximal effect; nearly all actives have a fitted effect of over 80% in size; some results filed as inactive show a strong effect at the top dose
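Compounds are tested at multiple concentrations on MCF7 BRCA1-luciferase reporter cells seeded at 2000 per well; after 48 h, a single luminescence end-point is taken and curves fitted to the normalized data.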
ELG1 genotoxic: qHTS screen for small molecules that induce genotoxicity in human embryonic kidney (HEK293T) cells expressing luciferase-tagged ELG1; HEK293T ELG1-luciferase reporter, luminescence, 16 h; Potency, µM (top dose mostly 46 µM), without a hit: at the top dose activity change, positive = activation, usual class: activators; 330,000 tested, 1.3% active; further: potency means the concentration at half of the fitted maximal effect; % of control where 0% means no effect; nearly all actives have a fitted effect of over 60% in size
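16 hr compound incubation (37 °C, 5% CO2) of HEK293T cells carrying luciferase-tagged ELG1; luciferase then measured by ONE-Glo luminescence after 30 min at RT.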
RORg inh: qHTS for inhibitors of ROR gamma transcriptional activity. Nuclear receptor ROR-gamma (Mus musculus), P51450. Drosophila S2 Gal4-RORgamma UAS-luciferase reporter, 20 h. Potency, µM (highest dose often 53.6 µM), for inactives: at the top dose activity change, negative = inhibition, usual class: inhibitors. 310,000 tested, 5.4% active; further: potency means the concentration at half of the fitted maximal effect; on the % scale 0 is the no-effect control and ±100 the full control effect; nearly all actives have a fitted effect of over 60% in size
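Drosophila S2 cells stably expressing Gal4-DBD/mouse RORγ fusion under metallothionein promoter plus UAS-luciferase; compound 1 h, then 700 uM CuSO4 induction for 20 h at ambient temperature; inhibition read as reduced luminescence.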
Tb PFK inh: qHTS Assay to Find Inhibitors of T. brucei phosphofructokinase. ATP-dependent 6-phosphofructokinase (Trypanosoma brucei brucei), O15648. 330,000 tested, 0.17% active. T. brucei PFK, ADP-Glo luminescence. Potency, µM (top dose mostly 57.5 µM), for the others: at the highest dose activity, negative = inhibition, most hits filed as inhibitors. AID 485367, 2010;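 further: potency means the concentration at half of the fitted maximal effect; 0% = uninhibited 1x PFK enzyme wells and -100% = no-enzyme wells; nearly all actives have a fitted effect of over 60% in size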
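PFK 1.25 nM, F6P 0.5 mM, ATP 0.1 mM, 0.1 M TEA pH 8.0, 5 mM MgCl2, 0.01% Tween20, 0.1% BSA; 45 min RT. ADP-Glo readout. qHTS titration up to 57 uM; curves fitted, compounds curve-classed.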
Rab9 prom act: qHTS Assay for Rab9 Promoter Activators. Potency, µM (titrated, usually from 9.22 µM), for the others: top-dose activation, negative = inhibition, actives largely listed as activators. 320,000 tested, 2.8% active. Huh7 Rab9 promoter-luciferase reporter, luminescence, 24 h; further: potency means the concentration at half of the fitted maximal effect; % of control where 0% means no effect; nearly all actives have a fitted effect of over 60% in size
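Promoter activation is measured as luciferase luminescence in Huh7 cells stably transfected with a Rab9 promoter–luciferase construct, following 24 h compound exposure at 37 °C and 10 min reagent incubation at ambient temperature.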
p53 reactivation: qHTS assay for re-activators of p53 using a Luc reporter. H1299 p53-A138V BP100-luciferase reporter, luminescence, 24 h. AID 504706, 2011. 320,000 tested, 0.063% active. Potency, µM (titrated, usually from 92.2 µM), inactives show at the highest dose activity change, positive = activation, actives largely listed as activators; further: potency means the concentration at half of the fitted maximal effect; % of control where 0% means no effect; nearly all actives have a fitted effect of over 45% in size
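p53-null H1299 cells stably carrying temperature-sensitive p53-A138V and a BP100-luciferase reporter were pinned with compounds (4-point, 1:5 series) and held 24 hrs at 37 deg C. Luminescence was read 10 min after detection reagent.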
NPC1 promoter act: qHTS Assay for NPC1 Promoter Activators. Potency, µM (series often up to 9.22 µM), without a hit: at the top dose activation, actives largely listed as activators. Huh7 NPC1 promoter luciferase reporter, 24 h. 320,000 tested, 2.4% active;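 further: potency means the concentration at half of the fitted maximal effect; % of control where 0% means no effect; nearly all actives have a fitted effect of over 60% in size; reporter is driven by a mutant NPC1 promoter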
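Stable NPC1-promoter luciferase Huh7 line; cpd (DMSO) 24 h, 37 °C, 5% CO2; Amplite luciferase reagent 10 min RT; luminescence readout. qHTS format.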
VP16 counter: VP16 counterscreen qHTS for inhibitors of ROR gamma transcriptional activity; Drosophila S2 Gal4-VP16 UAS-luciferase, luminescence, 20 h; Potency, µM (highest dose often 53.6 µM), for inactives: at the top dose activity, negative = inhibition, actives largely listed as inhibitors; 310,000 tested, 3.5% active; AID 2546, 2010;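 further: Gal4-VP16 expression switched on by copper sulfate through the metallothionein promoter; potency means the concentration at half of the fitted maximal effect; on the % scale 0 is the no-effect control and ±100 the full control effect; nearly all actives have a fitted effect of over 50% in size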
FLuc modulator: qHTS profiling assay for firefly luciferase inhibitor/activator using purifed enzyme and Km concentrations of substrates (counterscreen for miR-21 project) | Luciferin 4-monooxygenase (Photinus pyralis), P08659 | purified FLuc, Km substrates, luminescence inhibition | Potency, µM (highest dose often 57.5 µM), inactives show top-dose activity change, negative = inhibition, actives largely listed as inhibitors | 360,000 tested, 6.9% active | AID 588342, 2011;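 further: potency means the concentration at half of the fitted maximal effect; plate controls were vehicle for no effect and reference inhibitor for full effect; nearly all actives have a fitted effect of over 55% in size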
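Purified P. pyralis luciferase (10nM final) with 10uM D-luciferin and 10uM ATP (Km levels) in 50mM Tris acetate pH 7.5, 10mM Mg acetate, 0.01% Tween-20, 0.05% BSA; qHTS 6-point titration, ~60 µM downward; luminescence read.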
TRPV1 ag: HTS Assay for Compounds that Act as Agonists of the Vanilloid Receptor 1 | Transient receptor potential cation channel subfamily V member 1 (Homo sapiens), Q8NER1 | TRPV1-expressing cells, Fluo-8 calcium influx, agonist mode | activation, % at 8.33 µM | 320,000 tested, 0.19% active | AID 540275, 2011; in the data active means activation above about 80%; inconclusive means between about 30% and that limit; further: 0% is about no effect
Target sequence (Q8NER1 whole entry, looked up): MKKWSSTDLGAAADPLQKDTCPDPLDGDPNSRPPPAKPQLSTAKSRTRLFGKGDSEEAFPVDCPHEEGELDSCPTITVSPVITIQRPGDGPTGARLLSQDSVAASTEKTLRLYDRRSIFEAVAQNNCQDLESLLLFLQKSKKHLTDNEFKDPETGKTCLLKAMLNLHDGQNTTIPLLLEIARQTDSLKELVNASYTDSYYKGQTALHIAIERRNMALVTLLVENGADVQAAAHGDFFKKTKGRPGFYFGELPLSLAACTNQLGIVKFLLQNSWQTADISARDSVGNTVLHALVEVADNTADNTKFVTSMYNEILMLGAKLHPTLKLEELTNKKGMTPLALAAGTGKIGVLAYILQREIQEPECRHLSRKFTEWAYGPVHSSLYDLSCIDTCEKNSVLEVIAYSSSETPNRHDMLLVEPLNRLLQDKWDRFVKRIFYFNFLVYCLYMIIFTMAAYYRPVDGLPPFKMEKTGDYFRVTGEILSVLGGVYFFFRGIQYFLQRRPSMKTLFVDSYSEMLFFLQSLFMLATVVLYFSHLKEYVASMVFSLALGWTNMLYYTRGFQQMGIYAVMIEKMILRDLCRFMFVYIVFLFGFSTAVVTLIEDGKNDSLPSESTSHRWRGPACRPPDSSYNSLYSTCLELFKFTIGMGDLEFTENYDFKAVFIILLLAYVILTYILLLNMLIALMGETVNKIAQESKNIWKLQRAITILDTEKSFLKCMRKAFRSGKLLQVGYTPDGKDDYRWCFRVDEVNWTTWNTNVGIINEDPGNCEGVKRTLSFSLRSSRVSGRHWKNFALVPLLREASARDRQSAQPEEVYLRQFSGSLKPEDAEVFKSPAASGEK
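Cells expressing TRPV1 were dye-loaded with Fluo-8 and read kinetically: 10 s baseline, 3 min after compound (agonist portion), then 2 min after EC20 capsaicin (allosteric enhancer portion). Calcium-bound dye fluorescence at 480/520 nm.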
The depositor's hits bear a star; ? = inconclusive; nt = not tested or not shown; & = joins results of further samples; [ ] = remark or other dose. Unless noted, the call rests on the fitted dose curve; in most records, active means well fitted curve in the direction sought with a large enough effect; inconclusive means small, poorly fitted or top-dose-only effect, or another doubt; inactive means no such curve, though single readings can be large; an effect the other way counts as inactive or inconclusive.

SMILES	ELG1 DNA repair	BRCA1 expr act	ELG1 genotoxic	RORg inh	Tb PFK inh	Rab9 prom act	p53 reactivation	NPC1 promoter act	VP16 counter	FLuc modulator	TRPV1 ag
CC1CCN(c2ccc3nnc(CCC(=O)Nc4cc(F)ccc4F)n3n2)CC1	15%	2%	1%	-1%	0%	1%	-9%	1%	-4%	3%	2
CCOC(=O)N1CCN(C(=O)CSCC(=O)Nc2nc(-c3cccs3)cs2)CC1	26µM*	11%	-2%	?	2%	3%	8%	-1%	-5%	-16%	-2
NS(=O)(=O)c1ccc(NC(=O)c2ccc(S(=O)(=O)N3CCc4ccccc43)cc2)cc1	7%	-32%	-5%	33%	2%	-3%	-5%	-2%	6%	-6%	?
Cc1cccn2c(NC(=O)c3cccs3)c(-c3ccccc3)nc12	2%	-6%	3%	3%	5%	0%	6%	0%	24%	-9%	2
O=C(Cn1cnc(S(=O)(=O)N2CCCC2)c1)Nc1cccc(Br)c1	4%	1%&-11%	1%	-14%	-12%	7%	-5%	0%	3%	4%&-7%	-1
O=C(NCCN1CCN(Cc2ccccc2)CC1)C1CC(=O)N(C2CCCC2)C1 (centres undefined)	5%	0%	-2%	-8%	2%	0%	-4%	-4%	5%	13%	-1
CCOC(=O)N1CCC(NC(=O)CCc2c(C)nc3ncnn3c2C)CC1	1%	4%	0%	-15%	0%	-2%	-3%	6%	-3%	1%	0
CN(C)CCCN(C(=O)c1ccc(C(=O)c2ccccc2)cc1)c1nc2cc3c(cc2s1)OCCO3	0%	-14%	-2%	-35%	-1%	6%	?	2%	-8%	-1%	5
CCCCNC(=S)N(C)N=C1CCC(c2ccccc2)CC1 (centres undefined)	-7%	2%	-5%	?	0%	-1%	0%	-1%	?	0%	13
Cc1ccccc1NC(=O)CSc1nnc2ccc(-c3cccnc3)nn12	2%	1%	-1%	nt	-4%	0%	-12%	1%	nt	0%	11
O=C(Nc1cccc(O)c1)c1c(O)c2ccccc2[nH]c1=O	?	67%	?	6%	4%	?	nt	?	-19%	3.8µM*	0
COc1ccc(Nc2nnc(-c3ccc(O)cc3)c3ccccc23)cc1	?	-68%[inhibitor]	?	11%	0%	-4%	2%	-10%	-6%[10 µM]	24µM*	9
COCc1cc(C)n(CC(=O)NCC2CCCO2)c(=O)c1C#N (centres undefined)	9%	-2%	-10%	-16%	0%	-1%	8%	2%	-4%	-1%	0
CN(C)S(=O)(=O)CC12CCC(CC1=O)C2(C)C (centres undefined)	1%	5%	-5%	-31%	-1%	-3%	-3%	-1%	5%	0%	-1
CSc1ccc(NC(=O)NCc2cccnc2)cc1	?	72%	?	4%	-3%	29%	19%	9%	-11%	?	10

The last two entries of the part before come first, to join the parts.
SMILES	ELG1 DNA repair	BRCA1 expr act	ELG1 genotoxic	RORg inh	Tb PFK inh	Rab9 prom act	p53 reactivation	NPC1 promoter act	VP16 counter	FLuc modulator	TRPV1 ag
CN(C)S(=O)(=O)CC12CCC(CC1=O)C2(C)C (centres undefined)	1%	5%	-5%	-31%	-1%	-3%	-3%	-1%	5%	0%	-1
CSc1ccc(NC(=O)NCc2cccnc2)cc1	?	72%	?	4%	-3%	29%	19%	9%	-11%	?	10
CN(C(=O)COC(=O)CN1C(=O)C2CC=CCC2C1=O)c1ccccc1 (centres undefined)	?	-4%	-1%	nt	-3%	-6%	5%	1%	nt	4%	-1
Cc1nc(-c2cccc(S(=O)(=O)N3CCCCCC3)c2)cs1	-17%	-22%	1%	18%	1%	0%	3%	0%	?	-2%	24
COc1ccccc1C1N(c2ccc(Cl)cc2)C(=O)C2CCCN21 (centres undefined)	?	2%	1%	-1%	1%	12%	-3%	-1%	0%	-5%	-5
O=C(NNC(=O)c1ccccc1Cl)c1ccc2c(c1)OCCO2	?	7.1µM*	?	nt	-9%	nt	?	nt	nt	nt	nt
Cn1c(=O)[nH]c(=O)c2c1nc(SCC(=O)O)n2CCCc1ccccc1	6%	-15%	-3%	1%	17%	1%[1.84 µM]	0%	-1%	-4%	6%	12
O=C(O)c1ccc(NC(=S)NC(=O)c2cncc(Br)c2)cc1	?	-16%	6%	?	5%	-18%	-80%[inhibitor]	-6%	?	-19%	-2
COc1ccc([C@@H]2[C@H]3CN(C(C)=O)CC=C3C(C#N)=C(N)C2(C#N)C#N)c2ccccc12	-7%	-61%	-4%	-26%	-2%	-8%	0%	-9%	-4%	1%	2
COc1ccccc1N1CCN(CC(=O)c2c(N)n(C)c(=O)n(C)c2=O)CC1	-21%	0%	-2%	17%	4%	-2%	5%	-1%	-3%	-2%	-2
COc1cccc(NC(=S)NC2CC(C)(C)NC(C)(C)C2)c1	6%	-4%	1%	-2%	-1%	2%	6%	-4%	7%	-3%	-1
Cc1cccc(-n2c(=O)c3c(n4cnnc24)-c2ccccc2CC32CCCCC2)c1	7%	-29%	-4%	26%	2%	-7%	9%	-4%	-15%	5%	17
COc1ccc(Cl)cc1N(CC(=O)N/N=C/c1ccc(OC(C)C)cc1)S(=O)(=O)c1ccc(C)c([N+](=O)[O-])c1	-1%	-18%	0%	13%	0%	-1%	0%	4%	-6%	-2%	0
COC(=O)CSc1nnc(CCc2ccccc2)n1C	5%	-14%	-2%	16%	-12%	-1%	?	0%	0%	-4%	0
CCOC(=O)C1=C(N)N2C(=O)CSC2=C(C(=O)OC)C1	-1%	-14%	1%	?	1%	6%	7%	0%	-13%	-1%	0
O=C1Nc2ccccc2C1(O)C/C(=N/O)c1ccccc1 (centres undefined)	8%	-8%	0%	2%	0%	1%	2%	-1%	-4%	1%	-1
Cc1ccc(OCC(=O)NCc2cccs2)cc1	?	-1%[1.84 µM]	24%	25%	-2%	-3%	16%	1%	4%	?	26
CS(=O)(=O)c1ccc2nc(NC(=O)c3ccccc3)sc2c1	?	?	?	11µM*	1%	0.5µM*	nt	0.63µM*	?	2.1µM*	?
CC(=O)N(C1=C(Cl)C(=O)c2ccccc2C1=O)c1ccc(C(=O)O)cc1	9%	-61%	1%	?	-22%	-1%	-13%	2%	?	1.7µM*	1
Cn1c2ccccc2c2cc(C(=O)NNS(=O)(=O)c3ccc(F)cc3)sc21	-15%	-66%	-5%	31%	?	-6%	-3%	-4%	-25%	0%	-1
O=C1C2=C(SCCS2)C(=O)N1CCCO	?	-14%	1%	0%	0%	8%	-2%	1%	-3%	-2%	3
COc1ccc(-c2cc(C(=O)N3CCN(c4ccc(F)cc4)CC3)no2)cc1OC	-17%	-25%	-27%	45%	-1%	-6%	-5%	-23%	6%	2%&-10%	7
COc1cccc(OCc2cc(C(=O)N3CCN(C(=O)c4ccco4)CC3)no2)c1	?	11µM*	?	44%	0%	?	?	?	?	12µM*	13
O=C(Cn1cc(C(=O)C2CCCCC2)c2ccccc21)NCC1CCCO1 (centres undefined)	-5%	6%	-2%	-2%	-7%	2%	-3%	-10%	-2%	1%	-3
Cc1nc2cc(-c3sccc3-n3cccc3)nn2c(C)c1C	14%	38%	13%	44%	-1%	20%	3%	19%	-2%	?	nt
C[C@@H]1CN(S(=O)(=O)c2ccc3c(c2)OCCO3)CCN1S(=O)(=O)c1c(F)cccc1F	0%	3%	-1%	nt	1%	nt	-6%	nt	nt	nt	nt
CCN1C(=O)c2cccc3c(S(=O)(=O)N4CCC(C)CC4)ccc1c23	?	-85%[inhibitor]	?	nt	-1%	1%	-7%	-8%	nt	-2%	6
COc1ccc(/C=C/C(=O)OCC(=O)Nc2ccc3c(c2)OCO3)cc1	0%	-4%	0%	nt	-8%	-6%	2%	1%	nt	0%	23
Cc1ccc(F)c(Cn2cnc3c(cnn3C(C)(C)C)c2=O)c1Cl	?	0%	-2%	nt	-5%	-1%	18%	1%	nt	?	?
COc1ccc(OC)c(/C=C/C(=O)OCC(=O)Nc2cccc(Oc3ccccc3)c2)c1	-9%	-32%	3%	35%	0%	0%	3%	-3%	2%	-9%	-4
